# Screening results deposited in PubChem BioAssay by The Scripps Research Institute Molecular Screening Center.
# TDP2 absorb: human TDP2 enzyme inhibitors, primary screen, biochemical, epi absorbance, recombinant enzyme. T5PNP hydrolysis, p-nitrophenol absorbance 415 nm. inhibition, % at 12.8 µM. 370,000 tested, 0.34% active. AID 720702, 2013;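 active = inhibition above the mean of all tested compounds plus 3 SD, set per campaign, cut at about 25% in these data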;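 note: 0% = DMSO with enzyme and 100% = buffer with substrate but no TDP2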
#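 Assay system: recombinant human TDP2 / Reagent: T5PNP substrate at 5 mM, a TopII-DNA adduct mimic / Measured by: epi absorbance from released p-nitrophenol / Evaluation: % inhibition relative to enzyme-containing and enzyme-free wells / Control set: enzyme-free and DMSO wells / Replicates: each compound tested once, singlicate / Schedule: enzyme reaction with compound for 2 h at 37 °C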
# DDE Tn6 FP inh: inhibitors of Tn6 peptide binding to fibrin DD(E), primary screen, biochemical, fluorescence polarization, human fibrin, Tn6 probe; Fibrinogen beta chain (Homo sapiens), P02675; Fibrin DD(E) TRITC-Tn6 fluorescence polarization displacement; inhibition, % at 8.3 µM; 370,000 tested, 0.21% active; AID 720509, 2013;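 active = inhibition above a per-campaign cutoff: mean of compounds within control limits plus 3 SD, cut at about 15% in these data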;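 note: 0% = median of all compound wells on the plate and 100% = blocking peptide control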
# Target sequence (P02675 whole entry, looked up): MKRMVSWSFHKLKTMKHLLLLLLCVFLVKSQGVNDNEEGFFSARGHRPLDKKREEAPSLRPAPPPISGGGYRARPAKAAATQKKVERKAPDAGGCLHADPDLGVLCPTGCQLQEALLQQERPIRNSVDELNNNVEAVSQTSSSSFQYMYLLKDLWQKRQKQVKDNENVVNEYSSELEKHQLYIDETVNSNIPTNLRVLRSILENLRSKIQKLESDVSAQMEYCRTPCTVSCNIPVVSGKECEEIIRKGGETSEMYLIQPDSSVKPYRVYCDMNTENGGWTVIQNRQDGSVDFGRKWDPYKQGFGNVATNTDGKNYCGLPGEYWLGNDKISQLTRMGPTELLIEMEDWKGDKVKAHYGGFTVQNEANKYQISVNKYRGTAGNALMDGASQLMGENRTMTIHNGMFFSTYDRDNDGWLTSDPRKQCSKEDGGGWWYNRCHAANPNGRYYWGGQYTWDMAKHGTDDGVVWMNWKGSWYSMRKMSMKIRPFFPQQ
# Tn7 DDE FP: inhibitors of Tn7 peptide binding to fibrin DD(E), primary screen, biochemical, fluorescence polarization, human fibrin, Tn7 probe | Fibrinogen beta chain (Homo sapiens), P02675 | FP displacement of FITC-Tn7 peptide from fibrin DD(E); 0% = median of compound wells per plate | inhibition, % at 8.3 µM | 370,000 tested, 0.13% active | AID 720508, 2013;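 active = inhibition above the mean of compounds falling within the control limits plus 3 SD of them, cut at about 14% in these data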;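 note: 0% = plate median of compound wells and 100% = 10 µM Aha-Tn7 peptide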
#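 Assay system: Human clot-derived fibrin DD(E) complex | Buffer or medium: Tris/NaCl/CaCl2 buffer, pH 7.8 | Repeats: One replicate per compound | Benchmarks: Aha-Tn7 high control | Measure: % inhibition scaled between sample-field median and high-control FP | Schedule: 10 min plus 3 h, room temperature | Signal: Fluorescence polarization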
# SIAE inh: human SIAE inhibitors, primary screen, biochemical, fluorescence polarization, FP-Rh probe, 1536-well HTS; AID 1053197, 2014; 370,000 tested, 0.69% active; inhibition, % at 9.66 µM; SIAE FP-Rh probe binding; Sialate O-acetylesterase (Homo sapiens), Q9HAT2;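 active = inhibition above a cutoff: mean of compounds within the control limits plus 3 SD of those, cut at about 17% in these data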;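 note: 0% = plate median of compound wells and 100% = probe without SIAE protein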
# Target sequence (Q9HAT2 whole entry, looked up): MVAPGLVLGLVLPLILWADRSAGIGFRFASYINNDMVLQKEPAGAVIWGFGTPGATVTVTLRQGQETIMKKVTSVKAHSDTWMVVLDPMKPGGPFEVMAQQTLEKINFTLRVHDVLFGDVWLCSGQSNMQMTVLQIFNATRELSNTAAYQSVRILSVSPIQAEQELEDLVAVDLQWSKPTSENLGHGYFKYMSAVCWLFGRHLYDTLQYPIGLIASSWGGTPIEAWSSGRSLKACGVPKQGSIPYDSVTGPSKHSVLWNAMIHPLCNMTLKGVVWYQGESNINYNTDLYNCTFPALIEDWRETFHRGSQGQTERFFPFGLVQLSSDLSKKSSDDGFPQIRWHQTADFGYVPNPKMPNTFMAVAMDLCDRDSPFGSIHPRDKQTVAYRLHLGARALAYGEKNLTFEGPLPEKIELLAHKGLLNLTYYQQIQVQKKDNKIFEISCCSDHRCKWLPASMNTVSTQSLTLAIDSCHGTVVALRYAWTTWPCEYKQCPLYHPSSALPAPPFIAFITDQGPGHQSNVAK
# UHRF1 MBD2 ctr: UHRF1 methylated DNA binding inhibitors, primary screen, counter-screen for MBD2 inhibitor project, biochemical, TR-FRET, human UHRF1, single concentration; UHRF1 binding to methylated oligo; inhibition, % at 4.4 µM; 370,000 tested, 0.75% active; AID 687016, 2013; in the data active = inhibition above about 21%;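 note: UHRF1 SRA domain binding a hemimethylated CpG hairpin DNA probe; 0% = median of test compound wells and 100% = reference inhibitor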
# MBD2 inh: inhibitors of MBD2 binding to methylated DNA, primary screen, biochemical, TR-FRET, DNA-binding domain, human; Methyl-CpG-binding domain protein 2 (Homo sapiens), Q9UBB5; MBD2 binding to methylated oligonucleotide; inhibition, % at 4.4 µM; 370,000 tested, 0.31% active; in the data active = inhibition above about 13%
# proKLK7 act: proKLK7 zymogen activators, primary screen, biochemical, fluorescence intensity. purified proKLK7, EDANS-DABCYL substrate fluorescence; 100% is mature enzyme control, 0% vehicle. activation, % at 7 µM. 370,000 tested, 0.9% active;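 active = activation above the mean of all tested compounds plus 3 SD, computed per campaign excluding outliers beyond control limits, cut at about 13% in these data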
# LEDGF integ inh: blockers of LEDGF/p75-dependent integrase strand transfer – biochemical, TR-FRET, high throughput, primary screen | HIV-1 integrase (with human LEDGF/p75) | TR-FRET IN-LEDGF/p75 DNA integration, Eu/Cy5 | inhibition, % at 3.7 µM | 370,000 tested, 0.64% active | AID 743269, 2014;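 active = inhibition above the screen-wide mean plus 3 SD, cut at about 13% in these data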;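 note: signal is the Cy5 over europium emission ratio at 671 and 618 nm; 0% = plate median of compound wells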
# TCR-CD3 inh: inhibitors of human TCR-CD3 interaction, primary screen, biochemical, fluorescence, TAMRA-labeled TCR probe | T-cell receptor (TCR) | inhibition, % at 9.4 µM | 360,000 tested, 0.37% active; in the data active = inhibition above about 19%;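 note: recombinant mutant TCR 2C K166C tagged with TAMRA read by polarization; 0% = receptor in buffer alone and 100% = receptor with positive control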
# PRMT1 inh: PRMT1 methyltransferase inhibitors, primary screen, biochemical, fluorescence polarization; Protein arginine N-methyltransferase 1 (Homo sapiens), Q99873; recombinant PRMT1, activity-based probe fluorescence polarization; inhibition, % at 2.79 µM; 370,000 tested, 1.3% active; AID 652257, 2013;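 active = inhibition above about 21% made by adding two undisclosed values, limit read from the data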
# Numbers without * were called inactive.
SMILES,TDP2 absorb,DDE Tn6 FP inh,Tn7 DDE FP,SIAE inh,UHRF1 MBD2 ctr,MBD2 inh,proKLK7 act,LEDGF integ inh,TCR-CD3 inh,PRMT1 inh
CC(C)Cc1ccc(CN2CCCC(NC(=O)CCN3CCOCC3)C2)cc1 (stereo not drawn),-14,-2,-2,-6,0,-2,0.4,-2,4,-7
C#CCOCCOCCOCCNc1nc(N2CCN(C(=O)[C@H](CCC(=O)O)n3cc([C@@H](N)[C@H](C)CC)nn3)CC2)nc(N2CCN(C(=O)[C@H](CCC(=O)O)n3cc([C@@H](N)CCSC)nn3)CC2)n1,10,2,-3,0,4,-6,-0.1,2,7,-3
CC1CC(C)(C)CC2(C1)NC(=O)N(CC(=O)N1CCN(S(=O)(=O)c3ccc(F)c(F)c3F)CC1)C2=O (stereo not drawn),3,-5,9,6,2,-6,-0.6,0,1,2
CCN(CC)CCCNC(=O)/C=C/C(=O)O,-17,-1,4,2,5,0,-0.6,-3,-4,27*
Cc1ccc(Nc2ncnc3c2cnn3C)c(C)c1,8,-4,-6,-1,-1,-5,0.4,0,-6,-1
O=C(/C=C/[C@H]1O[C@@H](n2cnc3c(NC(=O)c4ccccc4)ncnc32)[C@H](O)[C@@H]1O)N[C@@H](CO)Cc1c[nH]c2ccccc12,1,3,-1,0,2,5,0.1,-3,-4,2
CN(N)C(=S)NCc1ccccc1,5,6,6,-3,1,3,0.1,-1,0,-1
Cn1c(SCC(=O)Nc2ccc3c(c2)OCCO3)nnc1-c1ccccn1,5,0,-6,-6,0,-1,0.0,-3,-6,2
Cc1ccccc1NC(=O)C(C#N)Cc1cccnc1 (stereo not drawn),1,-7,1,7,-3,-4,-0.5,4,5,-1
COCCNC(=S)NC1CC2CCCC(C1)N2Cc1cccs1 (stereo not drawn),7,-2,-4,13,-1,-2,-0.2,-3,3,-3
Cn1c(=O)c2cc(S(=O)(=O)NCCC(=O)NCc3ccccc3Cl)ccc2n(C)c1=O,-12,-1,2,-2,-1,3,-0.2,2,-6,3
O=C(NCCN1CCC(n2c(=O)[nH]c3ccccc32)CC1)c1ccc(F)cc1Cl,13,-2,-1,-6,-1,7,0.8,-2,-1,1
O=C(Cc1ccc(NC(=O)C2CCCN(C(=O)C3CC3)C2)cc1)Nc1cccc(C(=O)N2CCCC2)c1 (stereo not drawn),0,-2,-5,0,-1,5,-0.4,3,-2,-2
[O-]/C(=C(\C(=S)Nc1cccc2ccccc12)[n+]1ccccc1)c1ccc(OC(F)F)cc1,0,4,5,0,29*,1,-3.3,-3,-4,9
O=C1c2ccccc2C(=O)N1CC1c2ccccc2CCN1C(=O)C1CCCCC1 (stereo not drawn),-3,1,-7,-4,8,-1,0.1,-2,0,4
COc1cc(OC)c(OC)cc1CNc1cc(C)ccc1OC,6,0,6,14,-5,1,-0.2,-5,2,-2
CNC(=O)COC(=O)CCC(=O)c1cccs1,0,0,2,8,-1,6,0.3,0,-5,3
CCCCCCCCN1N=N[C@H]2[C@H]1[C@@H]1C[C@H]2N(C(=O)OC(C)(C)C)O1,2,-3,6,1,-3,-3,0.4,0,5,-1
CCOCCOc1nc2c(c(=O)n(C)c(=O)n2C)n1Cc1ccc(C)cc1,1,-3,-8,-2,0,-5,0.6,4,3,-4
COc1ccc2c(c1OC)C(=O)N1N=C(c3ccc(-c4ccccc4)cc3)CC21 (stereo not drawn),0,4,-1,2,2,0,-0.5,6,0,-1
CCC(C(=O)Nc1c2c(nn1C(C)(C)C)CS(=O)(=O)C2)c1ccccc1 (stereo not drawn),-20,-1,-8,-14,-2,2,0.2,4,3,-2
Cc1ccc(S(=O)(=O)N2CCC(C(=O)N[C@@H](C)C(=O)NCCc3ccccc3)CC2)cc1,1,-7,-5,-3,3,1,-0.1,2,-7,0
CCOc1ccc(S(=O)(=O)Nc2cccc(N(C)S(C)(=O)=O)c2)cc1,5,-3,0,1,0,-3,-0.5,4,-10,-3
C/C(=N\NC(=O)C(=O)Nc1c(C)n(C)n(-c2ccccc2)c1=O)c1ccncc1,-16,3,-2,-6,4,-3,0.0,7,-1,-4
CCOc1nc(Nc2ccc(OC)cc2OC)nc(OCC)n1,-5,-5,-1,3,3,-6,0.1,4,9,3
Cc1ccc2c(c1)CO[C@@]21O[C@H](CCO)C[C@H](O)[C@H]1O,10,0,-4,1,-1,-6,0.1,3,1,2
COC(=O)N/N=C/c1cn(Cc2c(Cl)cccc2Cl)c2ccccc12,2,8,-13,6,1,5,-0.3,0,-7,1
Cc1ccc(C)c(OCC(=O)Nc2ccc3c(c2)OCO3)c1C,-11,-6,-10,-6,1,-2,0.5,3,-3,-1
C[C@]12c3[nH]c4ccc(Cl)cc4c3CCN1C(=O)[C@@H](CC(=O)NCCN1CCOCC1)C[C@@H]2C(=O)N1CCCCC1,-3,-7,2,-3,-2,2,0.5,-2,36*,0
O=C(Nc1cc(Br)ccc1O)C1CC(c2ccccc2Cl)=NO1 (stereo not drawn),-4,-4,-1,-10,0,2,0.1,0,-9,-1
CCOC(=O)N1CCC(NC(=O)Cc2ccccc2)CC1,2,1,-6,-6,-2,-3,-0.3,6,11,-1
CN(C)S(=O)(=O)c1cccc(NC(=S)N/N=C/c2ccco2)c1,-1,-4,-6,0,-2,-1,0.4,5,-7,-4
C=CCNC(=O)NC(=O)COC(=O)c1cccnc1SC,-17,5,-5,-3,2,5,0.3,-1,2,2
CC(C(=O)NCCSCc1cccc(Cl)c1)N(c1ccccc1)S(C)(=O)=O (stereo not drawn),-5,9,5,7,2,-2,0.1,-3,-3,-1
CC1(c2ccc([N+](=O)[O-])cc2)NC(=O)N(CC(=O)c2ccc3c(c2)OCO3)C1=O (stereo not drawn),-10,-2,-5,5,4,4,0.3,1,0,0
Cc1ccc(C)c(NC(=O)CN(C)C(=O)c2cccc(N3C(=O)CCC3=O)c2)c1,6,-2,-1,3,0,2,-0.6,0,5,-3
Cc1nn(C)c(C(=O)Nc2c(C)nn(Cc3c(F)c(F)c(F)c(F)c3F)c2C)c1Br,-2,-7,6,0,0,-1,1.1,-1,5,-3
COc1ccc(C(C)(NC(C)=O)c2nc(-c3cccc(F)c3)cs2)cc1 (stereo not drawn),-3,-1,1,-1,2,1,-0.5,-3,4,-4
CCOC(=O)c1sc(-c2cccs2)nc1C,11,-1,-10,-1,-3,5,-1.1,0,0,-5
Cc1cc2c(o1)CC(C)(C)CC2=O,10,-2,6,1,2,1,0.1,2,-5,2
COCc1ccc(C(=O)N(C)CC2CCCN(CCc3ccccc3F)C2)o1 (stereo not drawn),8,9,-7,-4,-1,0,0.1,3,10,0
Cc1ccc(C(CNC(=O)Nc2ccc(Cl)cc2)N2CCN(C)CC2)cc1 (stereo not drawn),-1,-1,0,-2,0,-3,0.1,1,13,-2
CC(=O)NC1C(=O)N=C(SCC(=O)Nc2sc3c(c2C#N)CCCCCC3)NC1=O (stereo not drawn),3,1,-2,4,-3,7,-0.4,3,-3,13
CC(C)CC(=O)Nc1cc(C(F)(F)F)ccc1N1CCOCC1,-2,4,-2,1,3,-1,0.3,-2,-5,-2
CCN(CC(=O)NCCc1ccccc1)S(=O)(=O)c1ccc(C)cc1,2,-1,-1,-6,0,-1,-0.4,-3,-1,-1
COc1ccc(N2CCN(C(c3cc(OC)ccc3OC)c3nnnn3Cc3ccco3)CC2)cc1 (stereo not drawn),3,5,11,-2,-2,-2,0.0,0,1,4
CN(C(=O)c1cc2ccccc2oc1=O)C1(C)CCS(=O)(=O)C1 (stereo not drawn),11,-3,4,7,0,-4,-0.1,1,6,0
CC(=O)OC[C@]12CC[C@H]3[C@@](C)(CC[C@H]4C(C)(C)CCC[C@]34C)[C@@H]1CC(C1=CC(=O)OC1O)O2 (stereo partly drawn),0,-4,7,-23,4,5,-0.1,20*,-1,18
CCOC(=O)C1(Cc2cccc(OC)c2)CCN(Cc2cccc(OC)c2OC)CC1,-2,-1,0,11,-1,3,-0.3,2,-5,-5
NC(=O)N/N=C/c1ccc(-c2ccc(S(=O)(=O)Nc3ncccn3)cc2)o1,-4,10,4,1,10,-7,-0.4,1,3,3
Cc1cccc(N2C(=O)CS/C2=N\NC(=O)c2cccnc2)c1C,-8,-2,-4,-1,4,0,-1.2,7,8,-2
COc1ccc(-c2nnn(CC(=O)NCCc3ccc(OC)c(OC)c3)n2)cc1,-10,-3,0,3,-1,0,0.5,6,0,-8
COC(=O)c1ccc(/C(O)=C(\C#N)c2nc3ccccc3s2)cc1,3,-3,11,3,1,2,-1.1,-4,2,2
Cc1cccc(C)c1NC1=C(Cl)C(=O)OC1OC(C)C (stereo not drawn),5,-4,-2,3,-4,1,0.1,-3,-1,2
COc1ccc(N(Cc2cc(=O)[nH]c3ccccc23)C(=O)CCl)cc1,10,-3,3,-4,-2,0,0.5,-1,4,-3
Cc1ccc(OCc2cc(C(=O)NC(C)Cc3cccnc3)no2)cc1C (stereo not drawn),2,0,-1,-2,-2,5,1.2,1,3,-5
CN1CCN(C(=O)c2cccn(Cc3cccc(Cl)c3)c2=O)CC1,5,-1,10,0,1,-6,0.4,0,-6,-2
